NPY-Y1 antag: NPY-Y1 receptor antagonists, primary screen, cell-based. Neuropeptide Y receptor type 1 (Homo sapiens), P25929. inhibition, % at 3.6 µM. AID 1040, 2008. HEK293-CNG Y1 cells, membrane potential fluorescence; NPY at EC95, then isoproterenol. 200,000 compounds, 1% hits;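 active = inhibition above the campaign mean inhibition of all tested compounds plus 3 SD, cut at about 20% in these data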;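 note: 0% = DMSO wells given NPY plus isoproterenol and 100% = isoproterenol alone without NPY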
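Material: HEK293 Y1/CNG channel cell line; also added: NPY (25 nM), isoproterenol (1 µM), Ro 20-1724 (25 µM); doses: one concentration, 3.6 µM, in 0.4% DMSO; schedule: compound incubation 1 h at room temperature, readout 45 min post-stimulation; technique: membrane potential fluorescence; measure: fluorescence ratio normalized to % inhibition between controls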
S1P4 agonist: S1P4 receptor agonists, primary screen, cell-based. Sphingosine 1-phosphate receptor 4 (Homo sapiens), O95977. S1P4-expressing cell line, agonist reporter assay. activation, % at 4.98 µM. 220,000 compounds, 0.35% hits. AID 1509, 2009; in the data active = activation above about 11%;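 note: 0% = DMSO vehicle and 100% = reference agonist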
Target sequence (O95977 whole entry, looked up): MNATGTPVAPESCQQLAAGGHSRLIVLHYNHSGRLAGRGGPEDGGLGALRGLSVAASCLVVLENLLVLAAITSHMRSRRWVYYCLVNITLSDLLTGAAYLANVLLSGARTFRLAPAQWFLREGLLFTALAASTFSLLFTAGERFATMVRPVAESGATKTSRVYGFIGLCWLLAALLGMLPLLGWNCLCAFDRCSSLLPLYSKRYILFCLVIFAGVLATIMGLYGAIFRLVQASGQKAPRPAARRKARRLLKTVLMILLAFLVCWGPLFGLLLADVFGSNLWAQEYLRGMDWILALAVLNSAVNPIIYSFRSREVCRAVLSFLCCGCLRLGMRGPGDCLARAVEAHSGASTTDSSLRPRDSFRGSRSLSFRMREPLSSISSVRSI
TRPML3 ag: human TRPML3 channel agonists, primary screen, cell-based, HEK293 TRPML3-YFP, Fluo-8 calcium fluorescence, 3 µM. Mucolipin-3 (Homo sapiens), Q8TDD5. 100% = the carbachol control signal. activation, % at 3 µM. 220,000 compounds, 0.29% hits. AID 1448, 2008;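 active = activation above its plate's cutoff, the mean activation of the plate's test wells plus 3 SD, cut at about 12% in these data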;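 note: 0% = DMSO only wells and 100% = carbachol wells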
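system = HEK293 cells stably carrying human TRPML3-YFP | doses = one concentration, 3 µM nominal, 0.3% DMSO | timing = dye loading 1 h 37 °C then 30 min ambient, 125 s read | detection = Fluo-8 calcium dye fluorescence, ex 470-495, em 515-575 nm | benchmarks = high control carbachol 87 µM, low control DMSO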
EP2 mod: EP2 receptor modulators, cAMP readout, primary screen, cell-based, HTRF cAMP, PGE2 stimulation | EP2-expressing cells, cAMP HTRF FRET, PGE2 co-stimulation | 260,000 compounds, 0.83% hits | Prostaglandin E2 receptor EP2 subtype (Homo sapiens), P43116 | AID 940, 2007 | induction, % at 25 µM;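 active = compounds whose cAMP rise, as percent of the full-agonist control response, exceeds 60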;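 note: rat C6 glioma line stably carrying human EP2 under a CMV promoter; the protocol text gives 20 µM as final concentration; 100% = response of wells given 1 µM PGE2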
Target sequence (P43116 whole entry, looked up): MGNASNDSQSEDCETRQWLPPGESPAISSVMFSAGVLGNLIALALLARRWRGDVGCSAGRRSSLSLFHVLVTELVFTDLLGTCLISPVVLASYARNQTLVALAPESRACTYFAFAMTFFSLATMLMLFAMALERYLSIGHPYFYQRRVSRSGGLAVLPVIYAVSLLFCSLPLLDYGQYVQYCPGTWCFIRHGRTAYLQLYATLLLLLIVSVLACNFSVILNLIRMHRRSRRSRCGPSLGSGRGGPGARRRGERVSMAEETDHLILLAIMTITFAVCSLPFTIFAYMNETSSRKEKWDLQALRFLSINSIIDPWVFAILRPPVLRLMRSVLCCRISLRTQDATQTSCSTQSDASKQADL
NPY-Y2 PAM-ag: NPY-Y2 potentiators or agonists, primary screen, cell-based. cells expressing NPY-Y2, potentiator/agonist read-out. 220,000 compounds, 0.45% hits. activation, % at 3.6 µM. Neuropeptide Y receptor type 2 (Homo sapiens), P49146; in the data active = activation above about 27%;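 note: cells stimulated with NPY near EC25 plus isoproterenol at EC100; 0% = vehicle plus submaximal agonist and 100% = vehicle plus saturating agonist; some results beyond the cut were filed as inactive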
S1P4 antag: S1P4 receptor antagonists, primary screen, cell-based | Sphingosine 1-phosphate receptor 4 (Homo sapiens), O95977 | 220,000 compounds, 0.26% hits | AID 1510, 2009 | inhibition, % at 4.98 µM | S1P4-expressing cells, antagonist mode, reporter read-out; in the data active = inhibition above about 29%;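 note: 0% = wells stimulated with agonist and 100% = vehicle wells without agonist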
CHOP inhibitor: inhibitors of CHOP promoter induction, primary screen, cell-based, unfolded protein response, luciferase reporter | CHO-K1 CHOP-promoter luciferase, tunicamycin-induced, 15-18 h | inhibition, % at 10 µM | 220,000 compounds, 3.8% hits;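 active = compounds that reduced the stress-induced luciferase reporter signal by more than about 70% of percent inhibition, limit read from the data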;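 note: 0% = tunicamycin plus vehicle and 100% = wells without tunicamycin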
NPY-Y1 PAM-ag: NPY-Y1 receptor potentiators or agonists, primary screen, cell-based | Neuropeptide Y receptor type 1 (Homo sapiens), P25929 | NPY-Y1 expressing cells, potentiator/agonist activation | activation, % at 3.6 µM | 220,000 compounds, 0.37% hits | AID 1304, 2008; in the data active = activation above about 33%, passing the limit was not always enough;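 note: cells stimulated with NPY at EC10 then isoproterenol at EC100; 0% = low agonist plus stimulus and 100% = saturating agonist plus stimulus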
TRPN1 ag: zebrafish TRPN1 channel agonists, primary screen, cell-based, HEK293, calcium fluorescence; transient receptor potential cation channel N1 (TRPN1/NompC), Danio rerio; HEK293 zebrafish TRPN1-YFP, Fluo-8 calcium fluorescence; 100% = response to 87 µM carbachol; activation, % at 3 µM; 220,000 compounds, 0.18% hits; AID 1424, 2008;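 active = activation above its plate's cutoff, the mean activation of test wells on that plate plus 3 SD, cut at about 19% in these data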;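 note: 0% = DMSO alone and 100% = 87 µM carbachol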
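Assay system: Zebrafish TRPN1-YFP in HEK293 cells | Incubation: Dye loading 1 h at 37 °C, then 30 min room temperature | Measured by: Kinetic Fluo-8 fluorescence, ex 470-495, em 515-575 nm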
Numbers without * were called inactive; . = not tested or not shown; & = joins results of further samples. Random draw from the library. Share with any hit: about 6.5%.

SMILES	NPY-Y1 antag	S1P4 agonist	TRPML3 ag	EP2 mod	NPY-Y2 PAM-ag	S1P4 antag	CHOP inhibitor	NPY-Y1 PAM-ag	TRPN1 ag
CCN(CC)c1c([N+](=O)[O-])c(=O)sc2ccccc12	10	0.4	-0.2	-16	-20	-5	-7	-24	-2.6
COc1ccccc1CNC(=O)CC1Sc2ccccc2NC1=O (configuration not stated)	-1	1.4	0.1	-31	-7	-22	17	13	0.6
Cc1noc(/C=C/N(C)C)c1S(=O)(=O)N1CCCC(C(=O)NC2CCCCC2C)C1 (configuration not stated)	-1	-2.1	1.2	6	10	5	15	10	-0.3
CCOC(=O)C1CCCN(c2c(N3CCN(C)CC3)c(=O)c2=O)C1 (configuration not stated)	-1	-0.8	0.5	14	-10	-12	-11	8	-0.5
C1=Cc2ccccc2Nc2ccccc21	.	-0.2	0.1	-23	-3	3	-16	2	-0.2
CC(C)CC(c1nnnn1C(C)(C)C)N1CCN(C2CCCC2)CC1 (configuration not stated)	13	-2.2	1.8	33	-15	-8	6	-9	-0.5
O=C(NC1CCCC1)C(c1ccncc1)N(Cc1ccccc1)C(=O)c1ccc(-c2ccccc2)[nH]1 (configuration not stated)	1	-0.3	0.4	14	2	-7	37	-6	-2.0
CCCCCCC(c1c(C)n(C)n(-c2ccccc2)c1=O)c1c(C)n(C)n(-c2ccccc2)c1=O	8	0.2	-0.8	46	-3	-2	23	7	-2.1
CC(=O)N(Cc1ccco1)c1nc(C(=O)Nc2ccc(Cl)cc2)c(C)s1	4	0.1	0.3	-43&-26	-3	-15	23	-5	-1.0
O=C(Nc1cccc2ncccc12)c1cccc(F)c1	-1	-1.0	0.0	24	-6	-9	9	-16	-0.2
CCCC(=NCC(=O)O)C1=C(O)C(C(=O)OC)C(C)(C)CC1=O (configuration not stated)	3	0.3	0.2	12	-13	0	15	-9	0.5
COc1cc(N(C(=O)Cc2cccs2)C(C(=O)NC2CCCCC2)c2cccc(OC)c2OC)ccc1-n1cnnn1 (configuration not stated)	2	0.1	-1.1	19	0	-8	-21	0	-2.0

Three compounds already listed, ordered by molar mass, high to low.
SMILES	NPY-Y1 antag	S1P4 agonist	TRPML3 ag	EP2 mod	NPY-Y2 PAM-ag	S1P4 antag	CHOP inhibitor	NPY-Y1 PAM-ag	TRPN1 ag
Cc1noc(/C=C/N(C)C)c1S(=O)(=O)N1CCCC(C(=O)NC2CCCCC2C)C1 (configuration not stated)	-1	-2.1	1.2	6	10	5	15	10	-0.3
CC(C)CC(c1nnnn1C(C)(C)C)N1CCN(C2CCCC2)CC1 (configuration not stated)	13	-2.2	1.8	33	-15	-8	6	-9	-0.5
COc1ccccc1CNC(=O)CC1Sc2ccccc2NC1=O (configuration not stated)	-1	1.4	0.1	-31	-7	-22	17	13	0.6

New compounds follow
SMILES	NPY-Y1 antag	S1P4 agonist	TRPML3 ag	EP2 mod	NPY-Y2 PAM-ag	S1P4 antag	CHOP inhibitor	NPY-Y1 PAM-ag	TRPN1 ag
CC(=O)Nc1ccc(-n2nnnc2SCC(=O)N2CCN(C(=O)c3ccco3)CC2)cc1	-2	0.4	0.6	-5	2	-34	5	7	-0.1
CC(C)N=C(NS(=O)(=O)NC(=O)c1ccccc1)c1ccccc1	-1	-0.7	-0.6	2	-18	-8	-10	-7	0.7
Nc1ccc(Br)cc1-c1nc2ccccc2[nH]c1=O	-3	-0.5	0.1	-50	6	-12	42	-1	-0.4
O=c1c2ccccc2c(-c2ccccc2)nn1-c1ccccc1	.	-0.8	-1.7	19	6	-16	12	7	-2.6
c1ccc2c(c1)OCC(c1csc3ncnc(N4CCCCC4)c13)O2 (configuration not stated)	6	-0.5	0.4	84*	9	-10	47	-22	0.2
O=C(COC(=O)CCCOc1ccc(Cl)cc1Cl)NCc1ccc(F)cc1	15	0.7	-0.2	-8	-9	-11	43	-23	-2.7
CC(c1ccco1)N(C(=O)COc1ccc(Cl)cc1Cl)c1ccccn1 (configuration not stated)	4	-0.6	3.1	19	11	-18	18	-13	1.0
O=C(NC(=S)Nc1cc(S(=O)(=O)N2CCOCC2)ccc1N1CCOCC1)C1CCCC1	-1	-1.2	1.4	-20	-1	10	1	4	-0.2
CCOC(=O)Nc1ccc2c(c1)N(C(=O)N1CCN(C)CC1)c1ccccc1S2	3	-0.8	5.4	-6	-7	7	16	11	2.3
O=C(COC(=O)c1ccc(S(=O)(=O)NCc2ccco2)cc1)Nc1ncc(Cl)cc1Cl	-1	-1.4	0.2	-17	6	-1	21	-7	-0.9
O=C1CC(=O)N(CCNc2ncc(C(F)(F)F)cc2Cl)C(=O)N1	0	-1.6	0.3	5	-20	-6	9	-6	0.0
NNC(=O)c1ccc(COCC(F)(F)F)cc1	.	0.0	0.3	-4	-14	16	-2	-8	0.0
NC1=NC2(CCCC2)N=C(Nc2ccccc2)N1	.	-0.3	0.8	3	-2	2	-1	2	0.6
CCc1cc(OCCN2C(=O)NC(C)(C)C2=O)ccc1Cl	2	0.4	-0.2	-26	-2	7	11	1	0.4
CNC1(c2nnnn2-c2ccccc2C)CCOC(C)(C)C1 (configuration not stated)	.	0.1	0.8	8	-13	-2	-1	13	1.2
COc1cc2c(cc1OC)CN(C(=O)CSc1n[nH]c(N)n1)CC2	3	-2.4	0.6	15	10	-15	15	-14	0.0
CCN(CC)S(=O)(=O)c1ccc(OC)c(NC(=O)c2ccc(=O)[nH]c2)c1	.	2.2	0.9	17	-2	-9	4	10	0.5
Cc1nn(-c2ccccc2)c(N2CCCCC2)c1/C=N/NC(=O)c1ccncc1	-3	-1.1	-0.2	-41	-6	10	21	-2	1.0
CCN(CCCNC(=O)CC1Oc2ccc(C)cc2NC1=O)Cc1ccccc1 (configuration not stated)	3	-0.1	0.2	-22	-6	7	-1	-15	0.7
CS(=O)(=O)N(CC(=O)N1CCN(c2ccccc2)CC1)C1CCCCC1	2	-1.9	0.6	11	-10	-14	-7	6	0.5
COc1cc2c(cc1OC)CN(CC(=O)NC(=O)NCc1ccccc1)CC2	1	2.1	0.6	12	-14	5	44	9	-0.1
Cc1ccc(C(=O)N2CCN(c3ncccn3)CC2)o1	0	-0.8	-0.1	-7	-3	2	-10	-1	0.1
CCN(CC)CCNc1ccc(Cl)cc1[N+](=O)[O-]	1	1.4	0.0	.	3	-6	.	13	0.1
O=C(NC(O)C(=O)c1ccccc1)c1cccs1 (configuration not stated)	-2	0.1	0.8	26	-26	-9	-6	11	0.5
O=C(Oc1ccccc1C(=O)N1CCOCC1)c1cccc(Br)c1	8	-1.1	0.0	3	-6	1	19	-14	2.5
COc1ccc(Cl)cc1NC(=O)CN(C)CC(=O)Nc1ccc(C)cc1Br	-2	1.9	-0.1	-12	1	-6	36	-4	-1.7
O=C(O)CCCN1C(=O)C2C3CC(C2C1=O)C1C(c2ccccc2)c2sc(=O)n(-c4ccccc4)c2SC31 (configuration not stated)	-1	-0.4	0.6	34	-5	5	-13	3	0.6
COc1cc(/C=N/NC(=O)c2cccc([N+](=O)[O-])c2)ccc1OC(=O)c1ccco1	1	-0.6	0.4	-6	0	6	-2	13	-0.8
CCOC(=O)c1c(C)c(C(=O)N2CCCCCC2)c(C)n1CC	7	1.1	-0.1	8	12	-18	-5	-17	-0.5
Cc1nc(N2CCC(C)CC2)c2c(C)c(C(=O)Nc3ccc(C)c(F)c3)sc2n1	5	4.2	0.2	22	2	-4	71*	8	1.8
O=C(C(c1ccccc1)c1ccccc1)N1CCN(Cc2ccccn2)CC1	0	0.5	0.6	4	7	-16	15	-1	1.2
COc1ccc(C2SCC(C(=O)O)N2C(C)=O)cc1 (configuration not stated)	10	-2.0	0.6	13	-9	12	22	-16	0.3
CCOC(=O)c1c(-c2ccc(C)cc2C)csc1NC(=O)CSc1nnnn1C	-3	-0.3	-0.3	64*	9	-5	.	-3	0.7
Nc1cc(S(=O)(=O)N2CCCCC2)ccc1Oc1ccccc1	3	1.3	2.5	15	-3	8	36	-5	7.1
O=C(COC(=O)c1cc2ccccc2cc1O)NC(=O)NCc1ccco1	21*	1.4	0.0	-24	-29	-10	9	-15	-1.2
COc1cccc(C(C(=O)NCc2ccco2)N(Cc2ccco2)C(=O)Cn2nnc3ccccc32)c1 (configuration not stated)	17	4.9	-0.3	-4	6	8	1	-14	0.7
CC(C)(c1ccccc1)c1ccc(OCCCN2CCNCC2)cc1	14	1.1	0.3	25	-13	-7	2	0	-1.9
COC(=O)c1ccc(COc2ccccc2/C=N/NC(N)=O)o1	.	1.3	0.1	3	2	-16	-18	1	0.3
Cc1cccc(CSc2nn3c(=O)c(C)nnc3s2)c1	12	-0.3	0.3	2	-4	-24	17	-11	0.5
Cc1ccc(-n2nc3ccc(NC(=O)/C=C/c4ccco4)cc3n2)cc1C	7	-2.6	0.6	-4	-5	12	42	-15	1.5
COC(=O)c1ccc(C(=O)OC)c(N)c1	-4	-0.3	-0.5	11	-7	-19	-43	-3	-0.9
COc1ccc(OC)c(CCNC(=O)C2CCN(c3nnc(-n4cccc4)s3)CC2)c1	4	-3.4	0.1	-25	-15	15	27	2	-1.1
CCc1cccc(C)c1NC(=O)Nc1ccc2c(c1)OCO2	1	4.6	-0.1	-9	-1	11	-7	9	-0.6
CC(C)(O)C#Cc1ccc(C(=O)N2CCN(c3ccc(Cl)cc3)CC2)cc1	-3	0.4	0.4	-46	-10	-19	63	1	0.6
CC(C)COC(=O)c1ccccc1OC(=O)c1ccncc1	4	-0.9	0.0	46	-27	-13	-2	-6	-0.6
Cc1nc[nH]c(=O)c1Br	7	1.0	0.3	-10	0	-10	11	3	-1.4
COC(=O)C1C(=O)CC(C)(O)C(C(=O)OC)C1c1ccc2c(c1)OCO2 (configuration not stated)	10	2.2	0.1	6	-1	6	-10	-3	0.5
O=C(/C=C/c1ccccc1Cl)c1ccccc(=O)c1O	0	-0.1	0.9	-62	-4	3	-64	7	0.3
COC(=O)c1c(N2C(=O)[C@H]3[C@@H](C2=O)[C@]2(C(=O)Nc4ccccc42)N2CCC[C@@H]32)sc(C)c1C	3	0.0	0.8	34	-8	3	14	-22	0.8
